GBA activity up = GBA activity enhancers in patient fibroblasts, primary screen, cell-based. Lysosomal acid glucosylceramidase (Homo sapiens), P04062. L444P Gaucher fibroblasts, 4-MU-glucoside fluorescence, 3 days. activation, % at 10 µM. 0.44% of 30,000 active. AID 784, 2007; in the data active = activation above about 65%;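 note: 0% = vehicle wells and 100% = positive control wells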
Target sequence (P04062 whole entry L483P): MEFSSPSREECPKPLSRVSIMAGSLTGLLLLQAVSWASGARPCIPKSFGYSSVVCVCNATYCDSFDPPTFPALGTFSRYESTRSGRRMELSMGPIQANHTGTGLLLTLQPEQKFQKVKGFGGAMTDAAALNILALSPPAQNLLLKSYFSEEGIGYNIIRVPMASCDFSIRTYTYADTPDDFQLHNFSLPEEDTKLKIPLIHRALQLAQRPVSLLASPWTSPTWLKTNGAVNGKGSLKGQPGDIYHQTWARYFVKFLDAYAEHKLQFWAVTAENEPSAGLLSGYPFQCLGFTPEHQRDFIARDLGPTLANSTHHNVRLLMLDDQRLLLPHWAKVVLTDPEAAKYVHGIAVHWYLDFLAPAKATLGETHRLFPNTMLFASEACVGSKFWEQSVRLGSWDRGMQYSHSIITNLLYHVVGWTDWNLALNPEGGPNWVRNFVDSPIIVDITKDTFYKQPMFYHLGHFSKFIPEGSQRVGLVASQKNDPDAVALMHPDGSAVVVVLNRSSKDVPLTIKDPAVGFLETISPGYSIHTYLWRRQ
An asterisk follows results filed as active. Not all compounds are listed. The share of hits here may be higher or lower than overall.

SMILES | GBA activity up
COCCN1Cc2cccc(C(=O)Nc3cccc(C)c3C)c2C1=O | 11
COc1ccc(C(=O)OCCNC(=O)c2c(Cl)nc3ccccn23)cc1 | 29
COc1ccc(Cc2nnc(SCC(=O)c3ccccc3)o2)cc1 | -14
CCC(=O)N(Cc1cc2cc(OC)ccc2[nH]c1=O)c1ccccc1C | 51
CCn1nnnc1SCC(=O)c1cc(OC)ccc1OC | -13
COn1c(SCC(=O)N(C)C)nc2ccccc2c1=O | -11
CNC(=O)c1cc(S(=O)(=O)N(C)C)ccc1Cl | -4
CC(C)CCOc1cccc(OCC(=O)N(C)C2CCS(=O)(=O)C2)c1 (stereo unspecified) | -22
O=C(O)C1CCCCC1C(=O)NCCc1c[nH]c2ccccc12 (stereo unspecified) | -21
O=C(CCN1CCCCC1c1cccnc1)NCc1ccccc1 (stereo unspecified) | -9
CC(=O)Nc1ccc2nc(C3CCCCC3)[nH]c2c1 | -19
CCn1cc(C(=O)NCc2ccco2)c(=O)c2cc(S(=O)(=O)N3CCc4ccccc4C3)ccc21 | 0
CCCc1cc(=O)[nH]c(SCC(=O)Nc2cc3c(cc2C(C)=O)OCO3)n1 | 0
Cc1cc(NC(=O)CCC(=O)N(CCC(C)C)CC(=O)NCC2CCCO2)no1 (stereo unspecified) | -48
O=C(Oc1ccccc1)c1ccc(-n2cnnn2)cc1 | -1
COc1ccccc1NC(=O)C(Cc1ccc(Cl)cc1)c1nn[nH]n1 (stereo unspecified) | -31
O=C(Cn1c(NCCO)nc2ccccc21)c1cccs1 | 3
CN1CCN(CC(=O)n2c3c(c4ccccc42)CCCC3)CC1 | 11
Cc1nnc(SCC(=O)Nc2ccc(Oc3ccccc3)cc2)n1N | -76
O=C(Nc1ccccc1C(F)(F)F)c1cc(-c2ccccc2O)on1 | -11
CCOc1nc(C)ccc1-c1noc(C)n1 | 7
CC1CCN(c2nc3ccccc3nc2C(C#N)C(=O)NC2CCCCC2)CC1 (stereo unspecified) | -35
O=C(NCCc1ccncc1)Nc1ccccc1Cl | -2
COc1cc(C2NC(=O)NC(O)(C(F)(F)F)C2C(C)=O)cc(OC)c1OC (stereo unspecified) | -3

In a second layout: results already given.
| SMILES | GBA activity up |
| --- | --- |
| COCCN1Cc2cccc(C(=O)Nc3cccc(C)c3C)c2C1=O | 11 |
| COc1ccc(C(=O)OCCNC(=O)c2c(Cl)nc3ccccn23)cc1 | 29 |
| COc1ccc(Cc2nnc(SCC(=O)c3ccccc3)o2)cc1 | -14 |
| CCC(=O)N(Cc1cc2cc(OC)ccc2[nH]c1=O)c1ccccc1C | 51 |
| CCn1nnnc1SCC(=O)c1cc(OC)ccc1OC | -13 |
| COn1c(SCC(=O)N(C)C)nc2ccccc2c1=O | -11 |
| CNC(=O)c1cc(S(=O)(=O)N(C)C)ccc1Cl | -4 |
| CC(C)CCOc1cccc(OCC(=O)N(C)C2CCS(=O)(=O)C2)c1 (stereo unspecified) | -22 |
| O=C(O)C1CCCCC1C(=O)NCCc1c[nH]c2ccccc12 (stereo unspecified) | -21 |
| O=C(CCN1CCCCC1c1cccnc1)NCc1ccccc1 (stereo unspecified) | -9 |
| CC(=O)Nc1ccc2nc(C3CCCCC3)[nH]c2c1 | -19 |
| CCn1cc(C(=O)NCc2ccco2)c(=O)c2cc(S(=O)(=O)N3CCc4ccccc4C3)ccc21 | 0 |
| CCCc1cc(=O)[nH]c(SCC(=O)Nc2cc3c(cc2C(C)=O)OCO3)n1 | 0 |
| Cc1cc(NC(=O)CCC(=O)N(CCC(C)C)CC(=O)NCC2CCCO2)no1 (stereo unspecified) | -48 |
| O=C(Oc1ccccc1)c1ccc(-n2cnnn2)cc1 | -1 |
| COc1ccccc1NC(=O)C(Cc1ccc(Cl)cc1)c1nn[nH]n1 (stereo unspecified) | -31 |
| O=C(Cn1c(NCCO)nc2ccccc21)c1cccs1 | 3 |
| CN1CCN(CC(=O)n2c3c(c4ccccc42)CCCC3)CC1 | 11 |
| Cc1nnc(SCC(=O)Nc2ccc(Oc3ccccc3)cc2)n1N | -76 |
| O=C(Nc1ccccc1C(F)(F)F)c1cc(-c2ccccc2O)on1 | -11 |

(next part)
SMILES | GBA activity up
CCOC(=O)CSc1nnc(Cn2nnc(-c3ccccc3)n2)n1CC | -16
Cc1nc2ncnn2c(N2CCC(C(=O)NC3CCCC3)CC2)c1Cc1ccccc1 | -11
NC(=O)c1ccc(NS(=O)(=O)c2ccccc2F)cc1 | -6
CN(C)S(=O)(=O)c1ccc(-c2ccccc2)cc1 | 7
Cc1c(NS(=O)(=O)c2ccc3c(c2)n(C)c(=O)n3C)c(=O)n(-c2ccccc2)n1C | -6
CCOC(=O)NC(NC(=O)OCC)C(=O)c1ccccc1 | 0
COc1ccccc1N1CCN(c2nc(C)nc3c2oc2ccccc23)CC1 | -23
CCS(=O)(=O)N1CCCC(C(=O)NCc2ccccc2Cl)C1 (stereo unspecified) | -4
NC(=O)COc1ccc(C2c3c(oc4ccccc4c3=O)C(=O)N2CC2CCCO2)cc1 (stereo unspecified) | -2
CCOC(=O)N1CCN(c2nc(=S)n(-c3ccccc3)c(C)c2C(C)=O)CC1 | -3
CCCOC(=O)Cc1n[nH]c(=O)[nH]c1=O | -20
CCOC(=O)c1cccc(NC(=O)CSc2nnc(-c3cccnc3)n2CC)c1 | -2
COc1ccc(-c2cc(C(=O)N3CC4(C)CC3CC(C)(C)C4)no2)cc1 (stereo unspecified) | -43
O=C(CSc1ncnc2sc3c(c12)CCCC3)N1CCC(c2noc3ccc(F)cc23)CC1 | -29
CCn1c(Cc2ccccc2)nnc1SCC(=O)Nc1ccc2c(c1)OCCO2 | -29
COc1ccc2nc3oc(C(=O)N4CCC(C(N)=O)CC4)cc3cc2c1 | -17
Nc1ccc(S(=O)(=O)c2cccc(N)c2)cc1 | -8
COCCNCC(=O)C12CC3CC(CC(C3)C1)C2 | -45
Cc1ccc(-n2nnnc2SCC(=O)c2cc(C)n(-c3cc(C)on3)c2C)cc1 | -1
CC(C)CNc1nc(Oc2ccc(=O)n(C)n2)nc(N2CCOCC2)n1 | -12
Clc1ccc(-c2nn3c(-c4ccncc4)nnc3s2)c(Cl)c1 | -37
Cn1c(=O)cc(OCCCC(=O)N2CCN(Cc3ccc4c(c3)OCO4)CC2)c2ccccc21 | 0
CCOC(=O)N1CCN(S(=O)(=O)c2ccc(OCC)c(C)c2)CC1 | -27
O=S(=O)(c1ccccc1)N(Cc1nc(-c2ccccc2)no1)C1CCCCC1 | -18
Cc1ccc(Cn2nnc3c(=O)[nH]c(C(=O)NCc4ccco4)nc32)cc1 | 18
Cn1c(SCc2nnc(-c3ccccc3Br)o2)nc2sc3c(c2c1=O)CCC3 | 11
O=C(CC1C(=O)OCN1C(=O)OCc1ccccc1)OCC(=O)c1ccccc1 (stereo unspecified) | -8
CCCCNC(=O)Nc1ccc(Br)cn1 | -46
CCOC(=O)N1CCN(C(=O)CS(=O)(=O)c2cn(Cc3ccc(F)cc3)c3ccccc23)CC1 | -13
O=C1N[C@@H](Cc2cnc[nH]2)C(=O)N2CCC[C@@H]12 | -13
O=C(O)CCc1ccc(-c2cccs2)n1NC(=O)c1ccc(O)cc1 | -3
CCn1cc(C(=O)N2CCN(C3CCCCC3)CC2)c2cc(OC)c(OC)cc2c1=O | -56
CCn1c(COc2ccccc2)nnc1SCC(=O)CC(=O)Nc1ccccc1OC | 3
CCOC(=O)c1c(NC(=O)CSc2nnc(CNC(=O)c3ccco3)n2C)sc2c1CCC2 | -57
O=c1oc2ccccc2cc1-c1nnc(-c2cccc(Br)c2)o1 | 9
COC(=O)c1ccc(CS(=O)(=O)c2ccccc2C)o1 | -16
Cc1cc(C)n(-c2nc(NC(C)(C)C)nc(NC(C)(C)C)n2)n1 | -11
COc1ccc(S(=O)(=O)N2CCN(S(=O)(=O)c3ccc4c(c3)OCCO4)CC2)cc1 | -41
Cn1cccc1P(=O)(c1cccn1C)c1cccn1C | 6
[O-]/[N+](=C\c1ccncc1)c1ccccc1 | -6
COc1ccccc1-c1cc(C(F)(F)F)nc(S(=O)(=O)CCCC(=O)Nc2cc(C)on2)n1 | -6
COc1ccccc1N1CCN(C(=O)c2ccc(S(=O)(=O)N3CCCC3)cc2)CC1 | -13
COc1ccc(-c2cc(C(F)(F)F)nc(SCCC(=O)NCc3ccco3)n2)cc1 | -30
COc1ccc(OC)c2[nH]c(=O)c(CCNC(=O)COc3ccccc3)cc12 | -46
CCCCN1CC(C(=O)NC2CCCCC2)CC1=O (stereo unspecified) | -9
O=C(Cn1c(-c2cncs2)nc2ccccc21)NC1CCCC1 | 3
Cc1cc(C)c(-c2cc(C(=O)Nc3c(C)n(C)n(-c4ccccc4)c3=O)[nH]n2)c(O)c1 | -18
COc1ccc2[nH]cc(C(=O)CN3CCCC(C)C3)c2c1 (stereo unspecified) | 0
O=C(O)C1C2CCC(O2)C1C(=O)NCc1ccncc1 (stereo unspecified) | 7
Cc1nnc(NC(=O)C2CCCN(c3ncccn3)C2)s1 (stereo unspecified) | -3
CC(=O)Nc1cccc(OCC(=O)Nc2ccc(F)cc2)c1 | -4
c1ccc2c(NC3CCCC3)nnc(NC3CCCC3)c2c1 | -12
O=C(CCCc1nc2ccccc2s1)Nc1nccs1 | -17
CC(=O)CSc1nc2ccc(Nc3nc(N4CCOCC4)nc(N4CCOCC4)n3)cc2s1 | 31
O=C(Cn1c(NCCO)nc2ccccc21)NCCc1ccccc1 | 11
O=C(/C=C1\NC2(CCCC2)Cc2ccccc21)N1CCOCC1 | 9
CCN(c1cccc(C)c1)S(=O)(=O)c1cccc2nsnc12 | -7
Cn1c(=O)n(CCc2ccccc2)c(=O)c2c1nc1n2CCCN1Cc1ccccc1 | -2
CCOc1ccc2[nH]c(=O)c(CN(Cc3ccc(F)cc3)C(=O)N3CCCC3)cc2c1 | 14
CCS(=O)(=O)N1CCC(C(=O)N2CCc3ccccc3C2)CC1 | -40
Additional entries
SMILES | GBA activity up
COc1ccc(Cl)cc1NC(=O)COc1cccc(-n2cnnn2)c1 | 1
CCCCCOC(=O)Cc1c(O)c2ccccc2n(C)c1=O | -13
CCCCOn1c(C)c(C(=O)OCC)c2c3nonc3ccc21 | -30
O=C1OC(Nc2nc3ccccc3s2)c2ccccc21 (stereo unspecified) | -53
CC1CCN(Cc2ccc(-c3nn[nH]n3)cc2)CC1 | -6
COc1nc(NCCc2ccc(OC)c(OC)c2)nc(NC(C)(C)CO)n1 | -19
Cn1c(NC(=O)c2ccc(Br)o2)cc(=O)n(C)c1=O | 0
Cc1oc(-c2ccc(Cl)cc2)nc1CN1CCCC(C(=O)NCc2cccnc2)C1 (stereo unspecified) | -29
COCCOC(=O)C1=C(C)Nc2ncnn2C1c1ccccc1 (stereo unspecified) | -6
CC(=O)Nc1ccc(NC(=O)C(C)Oc2ccccc2F)cc1 (stereo unspecified) | -39
O=C(O)c1ccc2c(c1)NC(=O)C(N1CCCC1)S2 (stereo unspecified) | 11
CC(=O)Nc1ccc(S(=O)(=O)NCC2CCC(C(=O)NCCCN3CCCC3=O)CC2)cc1 (stereo unspecified) | -10
CN=C1SC(CC(=O)NCCc2ccc(OC)c(OC)c2)C(=O)N1C (stereo unspecified) | 5
COC(=O)C(F)(Sc1c(C)n(C)n(-c2ccccc2)c1=O)C(F)(F)F (stereo unspecified) | -22
CN(C)CCCN1C(=O)C(=O)/C(=C(/O)c2ccc3c(c2)OCCO3)C1c1ccccn1 (stereo unspecified) | -11
CCOC(=O)C1CCCN(Cc2ccccc2F)C1 (stereo unspecified) | -12
Cc1cc(-c2cc(N)n(-c3ccccc3)n2)c(C)n1C1CCCC1 | 24
O=C(O)c1ccccc1S(=O)(=O)Cc1ccccc1 | 1
COc1ccc(CCNC(=O)COc2nsnc2N2CCOCC2)cc1OC | -12
O=c1cc(-c2ccccc2)c2c([nH]1)CCCC2 | 35
O=C1CSC(c2ccncc2)N1Cc1ccco1 (stereo unspecified) | -43
COc1ccc(OC)c(N)c1 | -14
CN(C)C(=O)C12CCC(C)(c3nc4ccccc4nc31)C2(C)C (stereo unspecified) | -4
COc1ccc(-c2nc(N3CCCC3)nc3nn4c(C)cc(C)nc4c23)cc1 | -2
COc1ccc2c(c1OC)C(=O)OC2Nn1cncn1 (stereo unspecified) | -4
CCOC(=O)N1CCN(c2c(NCCCN(CC)Cc3ccccc3)c(=O)c2=O)CC1 | -25
CCc1noc(C)c1C(=O)N1CCCC1 | 1
COc1cccc(S(=O)(=O)Nc2ccc(C(=O)NCc3ccco3)cc2)c1 | -22
CN(C)S(=O)(=O)c1ccc(S(=O)(=O)Nc2ccc3c(c2)oc2ccccc23)cc1 | -14
Cc1n[nH]c(=O)nc1NC1CCCCC1 | -48
CCOCCNC(=O)c1ccccc1C(=O)NCCOCC | 5
O=C(c1cc2ccccc2oc1=O)N1CCN(c2ccccn2)CC1 | -9
COc1ccc(/C(O)=C(\C#N)c2nc3ccccc3n2C)cc1OC | 2
CC(=O)Nc1cccc(NC(=O)CCn2c(=O)sc3ccccc32)c1 | 1
CN(Cc1ccccc1)C(=O)c1cc(-c2ccc(Br)cc2)on1 | -25
Cc1ccc(NS(=O)(=O)c2cccc(C(=O)N3CCOCC3)c2)cc1 | -7
NCc1ccc(S(N)(=O)=O)cc1 | -32
CCCCOc1c(Cl)cc(CNC(C)(C)CO)cc1OCC | -16
O=C(CCS(=O)(=O)c1cccc2nonc12)N1CCN(c2ccc(F)cc2)CC1 | 20
CCOC(=O)c1cccc(NC(=O)C(C)N2C(=O)c3ccccc3C2=O)c1 (stereo unspecified) | -16
COc1ccc(/C=N/n2c(N)nc3ccccc32)cc1OC | 4
C=CS(=O)(=O)c1ccc(Oc2ccc(S(=O)(=O)C=C)cc2)cc1 | -84
CCn1c(SCC(=O)Nc2ccccc2C(=O)OC)nc2c1c(=O)n(C)c(=O)n2C | -5
O=C(CSc1nnc(NC(=O)c2ccco2)s1)NC1CCCC1 | -22
COc1cc(CC(=O)OCC(=O)Nc2ncc(Cl)cc2Cl)cc(OC)c1OC | -4
COc1ccc(NC(=O)C2CCCCN2S(=O)(=O)c2ccc(F)cc2)c(OC)c1 (stereo unspecified) | -17
CC(=O)c1cccc(NC(=O)C2C3C=CC(C4CC34)C2C(=O)O)c1 (stereo unspecified) | -5
O=C(NCc1ccco1)c1ccc(NC(=O)C2COc3ccccc3O2)cc1 (stereo unspecified) | -27
CCOc1ccc(OCC)c(NC(=O)C2CCN(c3nn4c(=O)cc(C)nc4s3)CC2)c1 | -6
c1ccc(CCn2nnnc2CN2CCN(C3CCCC3)CC2)cc1 | 18
